# Pf gametocyte = inhibitors of late stage P. falciparum gametocyte viability; P. falciparum stage V gametocytes, ATP luminescence, 24 h; inhibition, % at 10.9 µM; hit rate 0.065% among 150,000; AID 743093;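 active means inhibition above the mean plus 3 SD of compounds within the control limits, set per campaign, cut at about 38% in these data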;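 further: 0% = DMSO wells and 100% = medium only without gametocytes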
# ABCG2 block = inhibitors of human ABCG2 transporter, ABCB1 counter-screen | Q9UNQ0 | hit rate 0.1% among 190,000 | IgMXP3 cells, JC-1 efflux, flow cytometry | AID 1325 | inhibition, % at 6.6 µM;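 active means inhibition above 80%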;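 further: 0% = DMSO and 100% = nicardipine control wells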
# Target sequence (Q9UNQ0 whole entry, looked up): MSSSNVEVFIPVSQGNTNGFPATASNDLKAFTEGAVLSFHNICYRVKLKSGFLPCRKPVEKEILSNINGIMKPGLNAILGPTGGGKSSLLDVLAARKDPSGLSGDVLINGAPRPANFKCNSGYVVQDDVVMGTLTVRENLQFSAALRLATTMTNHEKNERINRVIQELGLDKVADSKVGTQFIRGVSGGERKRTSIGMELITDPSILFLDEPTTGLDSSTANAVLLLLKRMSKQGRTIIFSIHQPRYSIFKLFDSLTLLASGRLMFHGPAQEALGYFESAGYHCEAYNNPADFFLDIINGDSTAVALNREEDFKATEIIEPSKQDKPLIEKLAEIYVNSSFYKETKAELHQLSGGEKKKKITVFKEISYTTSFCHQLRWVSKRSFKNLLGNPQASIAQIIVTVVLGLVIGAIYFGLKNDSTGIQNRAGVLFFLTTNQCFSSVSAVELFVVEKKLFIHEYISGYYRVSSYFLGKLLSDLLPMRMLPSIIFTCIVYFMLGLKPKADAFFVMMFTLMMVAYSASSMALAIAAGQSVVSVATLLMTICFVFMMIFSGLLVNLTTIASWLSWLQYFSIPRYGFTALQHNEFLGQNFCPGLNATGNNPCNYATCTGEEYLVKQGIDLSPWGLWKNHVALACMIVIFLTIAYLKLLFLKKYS
#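 Test system: IgMXP3 (ABCG2) plus far-red-tagged CCRF-Adr (ABCB1) cells. Reagent: JC-1 dye as substrate. Timing: 10 min exposure at 25 °C with rotation, no wash. Measured by: flow cytometric JC-1 green MFI at 530 nm. Read-out: percent efflux inhibition, scaled nicardipine 100% to DMSO 0%. Control set: nicardipine and DMSO wells.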
# Avidin fluor = avidin bead compound fluorescence profile; Avidin beads, compound fluorescence 488/530 nm, flow cytometry; stronger effect = higher value; fluorescence (KMESF) at 10 µM; hit rate 0.38% among 220,000; in the data active means fluorescence above about 47; further: inactives centre near 10
# Rab2A wt mod = changes GTP binding to wildtype dog Rab2A, up or down; P61105; GST-Rab2 wt beads, Bodipy-GTP binding, flow cytometry; GTP binding activity, % at 10 µM; hit rate 0.19% among 190,000;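 active means GTP binding activity at least 20 points away from 100%, either lowered or raised; inconclusive means signal likely due to the compound's own green fluorescence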;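 further: 0% = beads with excess unlabeled GTP and 100% = no-compound control corrected for plate trend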
# Cdc42 wt = changes GTP binding to wildtype human Cdc42 | P60953 | GST-Cdc42 beads, Bodipy-GTP binding, flow cytometry; actives lie on both sides | percent activity (GTP binding), % at 10 µM | hit rate 0.2% among 190,000 | AID 761;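 active means percent activity GTP binding at least 20 points away from the 100% baseline, either down as inhibitor or up as activator; inconclusive means compound flagged as likely green fluorescent from well-wide comparison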;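 further: median bead fluorescence of bound Bodipy-FL-GTP at 100 nM; 0% = excess unlabeled GTP control and 100% = no compound control; below 100% means less GTP binding so inhibitor and above means activator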
# Target sequence (P60953 whole entry, looked up): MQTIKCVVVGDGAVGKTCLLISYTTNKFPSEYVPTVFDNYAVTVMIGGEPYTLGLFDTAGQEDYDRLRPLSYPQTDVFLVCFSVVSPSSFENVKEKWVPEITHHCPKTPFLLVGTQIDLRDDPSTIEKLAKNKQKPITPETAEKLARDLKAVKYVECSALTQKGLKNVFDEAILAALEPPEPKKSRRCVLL
# Rac1 wt GTP bind = human Rac1 wildtype GTP binding, inhibitors and activators; AID 757; hit rate 0.27% among 190,000; GST-Rac1 beads, fluorescent GTP binding, flow cytometry; actives lie on both sides; 0 = cold GTP competed, 100 = untreated; P63000; GTP binding activity (% of control), % at 10 µM;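 active means GTP binding activity at least 20 points away from the 100% control level, either lower or higher; inconclusive means compound flagged as likely green fluorescent, judged across all proteins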
# Mcl1 Noxa PPI = disrupts binding of human Mcl-1 to Noxa peptide. hit rate 1.5% among 220,000. AID 1022. inhibition, % at 21.7 µM. TR-FRET Mcl-1/Noxa peptide binding, 2 h. Q07820;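 active means compounds that cut the protein-peptide binding signal by more than 50% relative to plate controls in a single-dose test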;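 further: His-tagged Mcl-1 with rhodamine Noxa BH3 peptide and terbium anti-His antibody; 0% = Mcl-1 plus Noxa peptide wells and 100% = peptide-only wells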
# ABCB1 inh = blocks JC-1 efflux by human ABCB1 transporter; P08183; CCRF-Adr cells, flow cytometry; inhibition, % at 6.6 µM; hit rate 0.067% among 190,000; AID 1326; in the data active means inhibition above about 40%;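 further: 0% = vehicle and 100% = reference inhibitor; higher value means more JC-1 retained so stronger ABCB1 efflux block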
# HRas wt GTP bind = human HRas wildtype GTP binding, change in either direction | GTP binding activity, % at 10 µM | P01112 | hit rate 0.14% among 190,000 | GST-Ras wt beads, Bodipy-FL-GTP binding, flow cytometry; actives lie on both sides | AID 759;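 active means GTP binding activity at least 20% away from the 100% baseline, either lowered as inhibitor or raised as activator; inconclusive means flagged as likely green fluorescent, judged across all proteins in the well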;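 further: 0% = unlabeled GTP competition control and 100% = no-compound control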
# Target sequence (P01112 whole entry, looked up): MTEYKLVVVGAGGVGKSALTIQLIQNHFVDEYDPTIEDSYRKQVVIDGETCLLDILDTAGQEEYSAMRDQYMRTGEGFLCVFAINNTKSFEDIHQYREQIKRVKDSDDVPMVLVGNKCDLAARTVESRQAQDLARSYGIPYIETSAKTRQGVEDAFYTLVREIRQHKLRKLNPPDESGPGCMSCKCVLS
# Rac1 mut GTP = modulators of GTP binding to human Rac1 activated mutant; hit rate 0.11% among 190,000; GST-Rac1 activated beads, fluorescent GTP binding, flow cytometry; actives lie on both sides; 100% means binding = to untreated wells; percent activity (GTP binding), % at 10 µM;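 active means GTP binding at least 20 percentage points away from the 100% baseline, in either direction, so actives lie on both sides; inconclusive means Compound likely fluorescent itself, or too few beads counted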
# Rab7 wt GTP bind = alters GTP binding to wildtype dog Rab7 | hit rate 0.055% among 190,000 | GTP binding activity (percent of control), % at 10 µM | GST-Rab7 beads, fluorescent GTP binding, flow cytometry; actives lie on both sides; untreated = 100%, excess cold GTP = 0% | AID 758;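 active means fluorescent GTP binding to Rab7 beads changed by at least 20 points from the 100% baseline, either direction, mostly lower; inconclusive means compound itself probably fluorescent, or too few beads counted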;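 further: median green fluorescence of bound Bodipy-FL-GTP per Rab7 bead population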
# Numbers without * were called inactive; ? = inconclusive; · = no result given.
SMILES,Pf gametocyte,ABCG2 block,Avidin fluor,Rab2A wt mod,Cdc42 wt,Rac1 wt GTP bind,Mcl1 Noxa PPI,ABCB1 inh,HRas wt GTP bind,Rac1 mut GTP,Rab7 wt GTP bind
Cc1ccc(S(=O)(=O)c2c(N)n(/N=C/c3ccco3)c3nc4ccccc4nc23)cc1C,·,-2,10,98,99,101,28,-0.1,100,97,96
CC1=NCC(C)c2c1[nH]c1ccccc21 (stereo not given),·,8,10,100,102,103,12,0.6,102,100,101
O=S(Cc1ccc(Cl)cc1)c1ncc(CO)n1Cc1ccccc1 (stereo not given),-5,-2,10,98,94,94,10,-0.1,96,92,100
COC(=O)c1ccc(C(=O)OC)c(NC(=O)CN2CCN(c3ccc(OC)cc3)CC2)c1,-7,25,26,103,106,107,-1,2.7,103,103,100
O=C1c2cccc3cccc(c23)N1Cc1ccc(F)cc1,·,15,4,97,99,99,10,1.2,99,98,98
Cc1ccc(NC(=O)CSc2nc3ccccc3c3nc(CCc4c(C)n[nH]c4C)nn23)cc1F,7,20,12,101,100,102,23,4.2,103,96,105
O=C(c1cc2c(=O)n3ccccc3nc2s1)N1CCOCC1,-1,13,16,100,99,99,·,0.1,98,97,99
CC(C)CC(=O)Nc1ccc(S(=O)(=O)NCc2ccco2)cc1,10,3,7,105,103,108,15,0.6,105,103,103
O=C(CCCn1cc([N+](=O)[O-])cn1)NCc1ccccc1,-26,6,6,98,100,103,8,0.8,100,98,103
Cc1ccc(-n2c(SCc3nc4ccccc4c(=O)[nH]3)nnc2-c2ccccc2O)cc1,-13,6,13,99,95,100,24,2.0,99,98,101
O=C(Cc1ccccc1)NCCc1cccc(Cl)c1,-31,0,23,106,107,107,6,0.0,105,103,103
Oc1c(N=Nc2ccccn2)ccc2ccccc12,-10,4,10,90,93,91,·,0.2,92,94,92
Cc1ccc(-n2nnc(-c3nccs3)n2)cc1,-26,3,6,98,95,97,4,4.1,97,97,100
COc1ccc(NC(=O)CC2SC(=NCC3CCCO3)NC2=O)cc1 (stereo not given),1,-4,0,95,98,101,9,-0.3,96,96,100
CCS(=O)(=O)N1N=C(c2cccc(NS(C)(=O)=O)c2)CC1c1ccccc1 (stereo not given),·,1,7,?,?,?,5,0.3,?,?,?
COc1ccc(CCNC(=O)CCCNC(=O)Cn2cnc3sc(C)c(C)c3c2=O)cc1OC,15,-2,12,94,97,100,1,0.9,95,96,95
Cn1c[n+](C)cc1/C=N/O,·,1,7,105,106,102,14,0.1,105,101,98
O=C(CSc1cccc[n+]1[O-])Nc1c(Br)cc([N+](=O)[O-])cc1Br,9,0,10,95,94,99,-8,0.3,94,95,92
O=C(Nc1cccnc1)c1c(O)c2cccc3c2n(c1=O)CC3,·,1,9,94,96,99,-33,0.4,97,96,93
Cc1cc(C(=O)Nn2c(-c3ccncc3)nc3ccccc3c2=O)ccc1[N+](=O)[O-],10,1,10,91,91,86,13,0.3,91,88,92

# Twelve entries from above, with tabs:
SMILES	Pf gametocyte	ABCG2 block	Avidin fluor	Rab2A wt mod	Cdc42 wt	Rac1 wt GTP bind	Mcl1 Noxa PPI	ABCB1 inh	HRas wt GTP bind	Rac1 mut GTP	Rab7 wt GTP bind
Cc1ccc(NC(=O)CSc2nc3ccccc3c3nc(CCc4c(C)n[nH]c4C)nn23)cc1F	7	20	12	101	100	102	23	4.2	103	96	105
O=C(c1cc2c(=O)n3ccccc3nc2s1)N1CCOCC1	-1	13	16	100	99	99	·	0.1	98	97	99
CC(C)CC(=O)Nc1ccc(S(=O)(=O)NCc2ccco2)cc1	10	3	7	105	103	108	15	0.6	105	103	103
O=C(CCCn1cc([N+](=O)[O-])cn1)NCc1ccccc1	-26	6	6	98	100	103	8	0.8	100	98	103
Cc1ccc(-n2c(SCc3nc4ccccc4c(=O)[nH]3)nnc2-c2ccccc2O)cc1	-13	6	13	99	95	100	24	2.0	99	98	101
O=C(Cc1ccccc1)NCCc1cccc(Cl)c1	-31	0	23	106	107	107	6	0.0	105	103	103
Oc1c(N=Nc2ccccn2)ccc2ccccc12	-10	4	10	90	93	91	·	0.2	92	94	92
Cc1ccc(-n2nnc(-c3nccs3)n2)cc1	-26	3	6	98	95	97	4	4.1	97	97	100
COc1ccc(NC(=O)CC2SC(=NCC3CCCO3)NC2=O)cc1 (stereo not given)	1	-4	0	95	98	101	9	-0.3	96	96	100
CCS(=O)(=O)N1N=C(c2cccc(NS(C)(=O)=O)c2)CC1c1ccccc1 (stereo not given)	·	1	7	?	?	?	5	0.3	?	?	?
COc1ccc(CCNC(=O)CCCNC(=O)Cn2cnc3sc(C)c(C)c3c2=O)cc1OC	15	-2	12	94	97	100	1	0.9	95	96	95
Cn1c[n+](C)cc1/C=N/O	·	1	7	105	106	102	14	0.1	105	101	98

# Next part
SMILES,Pf gametocyte,ABCG2 block,Avidin fluor,Rab2A wt mod,Cdc42 wt,Rac1 wt GTP bind,Mcl1 Noxa PPI,ABCB1 inh,HRas wt GTP bind,Rac1 mut GTP,Rab7 wt GTP bind
Cc1cc(C(=O)COc2ccccc2C(N)=O)c(C)n1C1CC1,-6,6,12,102,101,99,7,1.1,103,100,106
COc1ccc(CCN2C(=O)NC(NC(=O)CCc3ccccc3)(C(F)(F)F)C2=O)cc1OC (stereo not given),4,8,11,98,97,101,4,0.0,99,98,95
O=C(Nc1cccc2nsnc12)c1ccc2c(c1)OCO2,·,0,13,101,103,100,19,-0.2,104,101,94
O=C(/C=C/c1ccccc1)NNC1=NS(=O)(=O)c2ccccc21,-10,0,5,100,97,95,16,-0.3,97,96,101
CS(=O)(=O)c1ccc(Cl)c(NC(=O)COC(=O)c2ccc(F)cc2Cl)c1,·,0,8,97,95,97,3,-0.1,97,97,105
Cc1c(NC(=O)C2CCCCN2S(=O)(=O)c2ccc(Cl)cc2)c(=O)n(-c2ccccc2)n1C (stereo not given),·,3,10,98,102,106,-2,0.7,101,99,101
CC(C)OCCCNc1ncc2c(n1)CC(c1cccs1)CC2=O (stereo not given),13,23,6,99,97,100,14,0.6,99,97,104
CN(C)S(=O)(=O)c1cccc(NC(=O)COC(=O)/C=C/c2ccc3c(c2)OCO3)c1,-18,1,10,87,86,90,0,-0.1,88,87,100
Cn1c(=O)c2c(SCC(=O)N3CCN(c4ccccc4)CC3)nc(C3CC3)nc2n(C)c1=O,·,2,6,95,96,97,8,4.0,96,93,94
Cc1cccc(C)c1N1C(=O)c2cccc([N+](=O)[O-])c2C1=O,·,6,4,99,101,103,13,1.2,101,102,99
CCC(C)(C)NC(=O)C(c1ccc(F)cc1)N(Cc1ccco1)C(=O)CCC(=O)Nc1ccccn1 (stereo not given),-15,2,8,104,105,103,19,6.8,103,101,101
Cc1cccc(NC(=S)N2CCC(O)CC2)c1C,29,-1,10,95,99,100,-4,0.9,97,95,95
CCC(C)NC(=O)c1cc(Cl)ccc1OC (stereo not given),-4,3,8,99,100,101,6,0.2,101,99,99
Cc1oc(/N=C/c2ccccc2O)c(C#N)c1C,-4,2,15,92,97,93,·,0.5,94,92,92
CCn1c(=O)cc(SCC(=O)N2CCC(C)CC2)c2ccccc21,·,3,16,?,?,?,-8,2.1,?,?,?
Cc1ccccc1C(=O)NCCc1nnc(SCC(=O)Nc2nc(-c3ccccc3)cs2)n1C,4,0,19,99,102,100,9,0.2,99,99,102
OC(COC(c1ccc(Cl)cc1)c1ccc(Cl)cc1)CN1CCN(c2ccccn2)CC1 (stereo not given),·,-1,15,100,101,104,38,4.6,99,100,100
Cc1nn(CC(=O)NCc2ccc(C(=O)O)cc2)c(C)c1[N+](=O)[O-],-2,5,11,96,98,99,20,1.2,98,97,97
CCOC(=O)c1ccc(-n2c(CN3CCC(C(N)=O)CC3)nc3ccc([N+](=O)[O-])cc3c2=O)cc1,-14,-1,8,96,96,97,37,-0.7,97,94,96
Oc1ccc(Nc2nc(-c3cccs3)cs2)cc1,4,0,2,101,100,103,43,0.1,98,96,92
CCn1c(COc2ccc(Cl)cc2)nnc1SCc1ccc(C#N)cc1,-18,1,14,100,99,104,4,-5.9,99,98,100
COc1cccc(-c2csc(N3CCN(C(=O)Nc4ccccc4Cl)CC3)n2)c1,-3,3,9,97,95,98,3,0.4,97,95,106
CCn1c(=O)cc(NC2=NCC(C)CN2c2cccc(Cl)c2)n(C)c1=O (stereo not given),3,8,4,100,104,104,-7,1.8,100,101,98
CCOC(=O)C1=NN(c2ccccc2C)C2=NC(C)=C(C(=O)OC)C(c3cccs3)N12 (stereo not given),18,10,5,99,99,102,4,5.7,99,98,101
CC(C)c1cc(C(=O)Nc2cccc(Cl)c2)no1,·,6,29,100,98,100,5,0.7,100,98,100
CC(=O)c1ccc(S(=O)(=O)N(Cc2cc3cc4c(cc3[nH]c2=O)OCCO4)CC2CCCO2)cc1 (stereo not given),·,3,5,98,99,99,8,0.3,101,98,98
COc1cccc(N/C(N)=N/c2nc(C(F)(F)F)cc(C(F)(F)F)n2)c1,·,5,7,99,95,97,14,0.2,97,94,103
Cc1ccc2nc(-c3cccc(S(=O)(=O)N(C)C)c3)cn2c1,·,2,15,101,106,105,16,0.8,105,98,105
CCOc1ccccc1NC(=S)N(CCN(C)C)C(C)c1ccncc1 (stereo not given),-5,0,4,98,95,94,4,-0.2,95,93,101
CC1=NN(c2ccccc2)C(=O)C1=C(C)C,-15,-5,10,100,96,103,7,-0.8,98,96,98
COC(=O)C1=C(C)N(C)C(C)=C(C(=O)OC)C1c1ccncc1,·,1,11,104,110,106,1,0.8,105,102,103
Cc1cc(C(=O)Nc2ccc(C)c(S(=O)(=O)N3CCOCC3)c2)c(C)o1,-4,1,21,98,93,97,13,-0.3,101,95,105
CSc1c2c(nc3ncnn13)CCC2,-17,-1,12,101,102,102,20,-0.1,99,100,99
CCn1c(SCC(=O)N2CCN(c3cccc(Cl)c3)CC2)nc2ccccc2c1=O,21,24,6,93,96,94,16,8.1,93,90,90
CCN(CC)CCC(=O)Nc1ccc2c(c1)N(C(=O)CN(CC)CC)c1ccccc1CC2,-12,1,9,106,105,105,32,0.2,105,100,100
